CHOP inh: inhibitors of CHOP induction in ER stress response; inhibition, % at 10 µM; CHO-K1 CHOP-promoter luciferase, tunicamycin-induced, 15-18 h; actives 3.8% (n = 220,000);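 active means compounds that reduced the stress-induced luciferase reporter signal by more than about 70% of percent inhibition, limit read from the data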;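 further: 0% = tunicamycin plus vehicle and 100% = wells without tunicamycin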
14-3-3 Bad inh: disrupts binding of bovine 14-3-3 zeta to phospho-Bad peptide; inhibition, % at 21.7 µM; AID 781; TR-FRET 14-3-3zeta/Dy647-pBad peptide displacement, 1 h; actives 0.71% (n = 220,000);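 active means inhibition above about 70%, limit read from the data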;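 further: 0% = full 14-3-3 plus peptide FRET controls and 100% = background without 14-3-3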
Target sequence (P63103 whole entry, looked up): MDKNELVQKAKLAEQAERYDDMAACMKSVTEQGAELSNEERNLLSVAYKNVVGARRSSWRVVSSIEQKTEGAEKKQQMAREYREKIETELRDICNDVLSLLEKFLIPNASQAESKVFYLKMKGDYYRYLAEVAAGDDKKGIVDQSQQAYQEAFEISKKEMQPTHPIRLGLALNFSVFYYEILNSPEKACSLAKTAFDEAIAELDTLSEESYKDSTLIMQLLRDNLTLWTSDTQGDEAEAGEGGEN
TRPML3 ag: agonists of human TRPML3 channel; HEK293 TRPML3-YFP, Fluo-8 calcium fluorescence; 100% = the carbachol control signal; activation, % at 3 µM; actives 0.29% (n = 220,000); AID 1448;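 active means activation above its plate's cutoff, the mean activation of the plate's test wells plus 3 SD, cut at about 12% in these data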;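 further: 0% = DMSO only wells and 100% = carbachol wells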
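Test system: HEK293 cells stably carrying human TRPML3-YFP; Doses: single dose, 3 µM final nominal compound, 0.3% DMSO final; Schedule: dye loading 1 h 37 °C then 30 min ambient, 125 s read; Technique: Fluo-8 calcium fluorescence; Benchmarks: high control carbachol 87 µM, low control DMSO.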
PGE2 EP2 inh: blocks the human prostaglandin E2 receptor EP2. C6 glioma cells expressing human EP2, cAMP TR-FRET; cells stimulated with saturating PGE2. AID 1422. P43116. actives 0.52% (n = 260,000). inhibition, % at 25 µM;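 active means percent inhibition above 40 after rounding to a whole number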;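 further: rat C6 glioma host cells with rolipram phosphodiesterase inhibitor present; the protocol text gives 20 µM as final concentration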
Target sequence (P43116 whole entry, looked up): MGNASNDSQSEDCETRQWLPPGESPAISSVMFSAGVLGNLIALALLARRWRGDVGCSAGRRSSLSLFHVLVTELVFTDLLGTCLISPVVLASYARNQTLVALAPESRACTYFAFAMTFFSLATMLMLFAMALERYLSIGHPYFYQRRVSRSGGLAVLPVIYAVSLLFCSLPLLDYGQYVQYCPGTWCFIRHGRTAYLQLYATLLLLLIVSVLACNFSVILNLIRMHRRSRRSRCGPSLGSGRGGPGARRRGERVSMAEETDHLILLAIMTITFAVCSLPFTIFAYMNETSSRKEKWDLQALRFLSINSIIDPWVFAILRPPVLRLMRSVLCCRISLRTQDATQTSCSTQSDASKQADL
NPY-Y1 PAM-ag: human NPY-Y1 potentiation or agonism, primary screen; P25929; NPY-Y1 expressing cells, potentiator/agonist activation; activation, % at 3.6 µM; actives 0.37% (n = 220,000); in the data active means activation above about 33%, passing the limit was not always enough;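 further: cells stimulated with NPY at EC10 then isoproterenol at EC100; 0% = low agonist plus stimulus and 100% = saturating agonist plus stimulus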
Target sequence (P25929 whole entry, looked up): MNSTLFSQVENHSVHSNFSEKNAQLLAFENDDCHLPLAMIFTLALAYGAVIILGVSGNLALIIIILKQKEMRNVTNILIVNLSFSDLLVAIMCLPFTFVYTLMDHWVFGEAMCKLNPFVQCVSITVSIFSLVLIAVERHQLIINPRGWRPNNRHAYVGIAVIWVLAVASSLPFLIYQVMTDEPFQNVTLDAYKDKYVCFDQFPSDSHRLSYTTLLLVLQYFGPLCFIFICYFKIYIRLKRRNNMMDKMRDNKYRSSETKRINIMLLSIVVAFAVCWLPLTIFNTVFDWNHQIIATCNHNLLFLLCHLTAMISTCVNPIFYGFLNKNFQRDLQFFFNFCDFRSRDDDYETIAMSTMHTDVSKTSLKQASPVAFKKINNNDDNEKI
PPC-1+TRAIL kill: compounds killing PPC-1 cancer cells with TRAIL present (potentiator screen, no TRAIL-free arm); actives 0.41% (n = 220,000); cell killing (% activity), % at 4 µM; PPC-1 cells + TRAIL, ATPLite viability luminescence;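 active means cell killing above 50% in the first pass at 4 µM, then a duplicate retest at 5 µM averaging 50% or more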;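 further: plate controls were cells with TRAIL plus DMSO for no effect and medium-only wells lacking cells for full effect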
EP2 mod: EP2 receptor (human) modulation; P43116; EP2-expressing cells, cAMP HTRF FRET, PGE2 co-stimulation; induction, % at 25 µM; AID 940; actives 0.83% (n = 260,000);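 active means compounds whose cAMP rise, as percent of the full-agonist control response, exceeds 60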;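 further: rat C6 glioma line stably carrying human EP2 under a CMV promoter; the protocol text gives 20 µM as final concentration; 100% = response of wells given 1 µM PGE2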
NPY Y1 blocker: blocks the human neuropeptide Y Y1 receptor; HEK293-CNG Y1 cells, membrane potential fluorescence; NPY at EC95, then isoproterenol; inhibition, % at 3.6 µM; actives 1% (n = 200,000); AID 1040;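 active means inhibition above the campaign mean inhibition of all tested compounds plus 3 SD, cut at about 20% in these data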;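 further: 0% = DMSO wells given NPY plus isoproterenol and 100% = isoproterenol alone without NPY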
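Test system: HEK293 cells co-expressing NPY Y1 receptor and cyclic-nucleotide gated channel; Also added: NPY (25 nM), isoproterenol (1 µM), Ro 20-1724 (25 µM); Compound dosing: one concentration, 3.6 µM, in 0.4% DMSO; Timing: dye 3 h, compound 60 min room temperature, stimulation 45 min; Technique: Membrane-potential fluorescent dye readout.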
TRPN1 ag: activates the zebrafish TRPN1 channel. actives 0.18% (n = 220,000). HEK293 zebrafish TRPN1-YFP, Fluo-8 calcium fluorescence; 100% = response to 87 µM carbachol. activation, % at 3 µM. AID 1424;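 active means activation above its plate's cutoff, the mean activation of test wells on that plate plus 3 SD, cut at about 19% in these data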;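 further: 0% = DMSO alone and 100% = 87 µM carbachol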
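Material: zebrafish TRPN1-YFP in HEK293 cells; Doses: single test compound dose, 3 µM nominal, 0.3% DMSO; Timing: dye loading 1 h at 37 °C, then 30 min room temperature; Technique: intracellular calcium fluorescence with Fluo-8; Benchmarks: high carbachol 87 µM, low DMSO alone.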
The depositor's hits bear a star; nt = not tested or not shown; & = joins results of further samples; [ ] = another dose, or the depositor's remark.

SMILES	CHOP inh	14-3-3 Bad inh	TRPML3 ag	PGE2 EP2 inh	NPY-Y1 PAM-ag	PPC-1+TRAIL kill	EP2 mod	NPY Y1 blocker	TRPN1 ag
CC(C)Sc1nc(N)nc(-c2cccs2)c1C#N	-19	-6[fluorescence artefact?]	-0.1	17	22	-2	-19	6	-0.2
CCNC(=O)NC(=O)COC(=O)CCCc1nc2ccccc2s1	6	5	0.8	3	-21	15	-5	2	-1.4
Brc1cccc(OCCCN2CCCCCC2)c1	14	25	0.7	11	-13	10	0	8	-1.2
CC1(C)CC(CCNC(=O)c2ccc(-n3cnnn3)cc2)CC(C)(C)N1	37	8	1.0	10	9	-23	9	6	0.8
Nc1cc(=O)[nH]c(SCC(=O)Nc2nc3ccc([N+](=O)[O-])cc3s2)n1	6	4	0.6	5	13	20	-8	-6	0.0
Cc1ccc(NC(=O)CN2C(=O)S/C(=C\c3cc(C)n(-c4ccc(C(=O)O)cc4)c3C)C2=O)cc1	0	1	0.4	8	-2	16	7	-2	0.6
CC(=O)Nc1ccc(OCC(O)Cn2c(C(C)C)nc3ccccc32)cc1 (centres undefined)	-10	-6	0.4	2	-10	6	-5	0	1.1
O=C(O)Cn1cc2c(n1)CCCC2	33	4	-0.1	8	-11	22	41	10	1.0
Cc1ccc(NC(=O)C2CCCN2C(=O)Oc2ccccc2)cc1C (centres undefined)	-4	5	0.1	6	-8	12	7	6	0.3
COc1c(C(=O)NCCSC(C)(C)C)ccc2ccccc12	0	-2	-0.2	4	-3	12	-33	8	1.7
CCN(CC)C(=O)/C(=C/c1cccc([N+](=O)[O-])c1)NC(=O)c1ccco1	14	-16	0.2	8	-1	-12	14	2	4.3
CC1CCCCN1C(=O)Cn1cnc2c1c(=O)n(C)c(=O)n2C (centres undefined)	0	-7	0.4	2	8	-11	-4	-2	0.2
CC(NC(=O)NC(=O)c1ccc(Cl)cc1Cl)C1CC1 (centres undefined)	-15	0	1.3	7	-21	-5	-4	2	0.5
CCn1c(CNc2ccc(Cl)cc2)nnc1SCc1ccc(C)cc1	24	5	0.7	29	-14	-3	-26	4	0.1
Fc1cccc(C2NN=C(c3ccccc3)S2)c1 (centres undefined)	-29	6	0.5	6	-15	27	6	6	-0.5
COC(=O)c1cn(NC(=O)/C=C/c2cc(OC)ccc2OC)c(=O)c2ccccc12	1	1[fluorescence artefact?]	0.6	11	-9	11	2	7	0.9
CCOc1ccc(C(=O)N2CCN(c3ccccc3)CC2)cc1	8	1	0.3	8	-18	21	-47	-3	-0.3
O=C(CC1C(=O)NCCN1Cc1ccc(F)c(F)c1)NCCCn1ccnc1 (centres undefined)	13	-3	-0.6	10	-2	23	-9	5	1.0
O=C1CC(N2CCC(c3nc4ccccc4[nH]3)CC2)C(=O)N1c1cccc(F)c1 (centres undefined)	-9	-5	-0.4	8	-2	12	-3	3	-1.8
Cc1ccc2oc(=O)c3cnn(CC(=O)N(CCN(C)C)Cc4ccco4)c3c2c1	27	5	-0.2	9	-5	1	8	9	1.4
CC(C)c1ccccc1NC(=O)COC(=O)c1cc(=O)[nH]c(=O)[nH]1	-6	2	1.0	9	-8	5	2	-2	1.8
Cc1ccc(-n2nnnc2-c2cnn(-c3ccc(F)cc3)c2C(F)(F)F)cc1	40	-2	-0.3	1	-6	16	-69	-4	-0.8
Cc1ccc(OC(=S)Nc2ccc(O)cc2)cc1	13	-1	0.5	14	-3	11	-30	3	0.3
CC(=O)NCCn1c(SCc2ccccc2F)nc2ccccc2c1=O	46	-1[fluorescence artefact?]	-1.1	5	77*	-2	29	-6	-1.1
COc1ccc(NC(=O)C2CCCN(S(=O)(=O)c3cccc4cccnc34)C2)cc1 (centres undefined)	17	3	-0.2	4	1	-2	0	0	0.5
O=C(Nc1nnc(CCN2CCCCC2)s1)c1ccc(Br)cc1	0	-2	1.4	3	5	nt	16	1	2.1
Cc1ccc(C(=O)OCn2nnc3ccccc3c2=O)cc1[N+](=O)[O-]	-2	-3	1.6	3	2	-9	4	-1	-0.1
CC12CCCCC1c1ccccc1C(=NCC(=O)O)N2 (centres undefined)	24	3[fluorescence artefact?]	0.5	3	5	2	18	3	-0.4
Cc1nc2ccc(NC(=O)COc3ccccc3[N+](=O)[O-])cc2s1	4	38	1.6	3	-1	10	-38	-1	-1.6
CCOc1cc(CNCc2ccncc2)cc(Cl)c1OC	-12	33	0.8	17	-3	4	34	-1	-0.8
NC(=O)CCCCC(=O)OCCCc1cccs1	18	-10	0.9	3	-5	12	14	4	1.7
Cc1[nH]c(=O)[nH]c(=O)c1NC(=O)c1sc2nc3c(C)cccc3cc2c1N	3	1	0.0	14&11	-4	1	-53&-4	-1	0.9
O=C1c2ccccc2C(=O)N1CSc1nnnn1-c1ccccc1	20	-16	-0.1	3	3	-9	-5	-4	0.4
Cn1cccc1Cc1nnc(SCC(=O)Nc2ccc3c(c2)OCCO3)n1CCc1ccccc1	18	7	-0.2	5	17	0	-3	-3	0.2
N#CCSc1ncccc1-c1nc2ccccc2[nH]1	-27	-8[fluorescence artefact?]	0.1	13&18	-30	19	-22&-24	8	3.2
COC(=O)CCC(=O)N(CCN(C(=O)CCC(=O)OC)c1ccccc1)c1ccccc1	-6	-14	0.7	5	17	16	21	3	1.3
COCc1cnc(C)nc1N	-6	-1	1.3	6	13	41	-1	-1	-1.0
COc1ccc(NC(=O)CCn2nnc(-c3ccc(C)cc3)n2)cc1OC	38	-1	0.7	13	10	9	-19	1	0.6
COc1ccc(NC(=O)CN2c3cccc4cccc(c34)S2(=O)=O)cc1	18	-5	0.1	15	-21	3	-38	-3	-1.6
Cc1nnc(Sc2nc3c(c(=O)[nH]c(=O)n3C)n2CCc2ccccc2)s1	-9	0	nt	10	nt	-4	6	nt	nt
COc1cc(/C=C(\C#N)c2ccccn2)ccc1OCC(=O)Nc1c(Cl)cccc1Cl	4	20	1.0	14	10	7	-76	4	-0.2
COc1cc(C(=O)NCCCN(C)C)ccc1OCC(=O)Nc1cccc(C(F)(F)F)c1	-8	-3	0.8	5	11	12	-42	1	0.9
c1ccc(OCc2noc(CN3CC[C@@H]4CCCC[C@H]4C3)n2)cc1	75*	-8	0.7	8	5	4	-23	17	1.1
CCC(N=c1cc(-c2ccc(OC)cc2)oc2ccc(C)cc12)C(=O)O (centres undefined)	-27	-14	0.2	9	1	14	10	1	0.8
CC(Nc1nc(-c2ccccc2)nc2ccccc12)c1ccccc1 (centres undefined)	51	-3	-0.1	6	-14	0	38	3	-1.6
Cc1ccc(NC(=O)Nc2ccc(Cl)cn2)cc1	-19	-3	0.3	6	6	0	-25	-2	0.7
C=CCn1c(-c2cccc(S(=O)(=O)N(CC)CC)c2)n[nH]c1=S	10	-10	0.6	11	-1	9	28	4	0.2
O=C(c1c(F)c(F)c(F)c(F)c1F)N1CCN(c2cccc(C(F)(F)F)c2)CC1	82*	4	0.2	11	2	42	-11	0	0.8

Shown as comma-separated lines: seven of the compounds above
structure,CHOP inh,14-3-3 Bad inh,TRPML3 ag,PGE2 EP2 inh,NPY-Y1 PAM-ag,PPC-1+TRAIL kill,EP2 mod,NPY Y1 blocker,TRPN1 ag
CCC(N=c1cc(-c2ccc(OC)cc2)oc2ccc(C)cc12)C(=O)O (centres undefined),-27,-14,0.2,9,1,14,10,1,0.8
COc1ccc(NC(=O)CN2c3cccc4cccc(c34)S2(=O)=O)cc1,18,-5,0.1,15,-21,3,-38,-3,-1.6
Cc1nnc(Sc2nc3c(c(=O)[nH]c(=O)n3C)n2CCc2ccccc2)s1,-9,0,nt,10,nt,-4,6,nt,nt
c1ccc(OCc2noc(CN3CC[C@@H]4CCCC[C@H]4C3)n2)cc1,75*,-8,0.7,8,5,4,-23,17,1.1
Cc1ccc(NC(=O)Nc2ccc(Cl)cn2)cc1,-19,-3,0.3,6,6,0,-25,-2,0.7
COc1cc(C(=O)NCCCN(C)C)ccc1OCC(=O)Nc1cccc(C(F)(F)F)c1,-8,-3,0.8,5,11,12,-42,1,0.9
O=C(c1c(F)c(F)c(F)c(F)c1F)N1CCN(c2cccc(C(F)(F)F)c2)CC1,82*,4,0.2,11,2,42,-11,0,0.8

The listing picks up with the three entries that preceded the break.
SMILES	CHOP inh	14-3-3 Bad inh	TRPML3 ag	PGE2 EP2 inh	NPY-Y1 PAM-ag	PPC-1+TRAIL kill	EP2 mod	NPY Y1 blocker	TRPN1 ag
Cc1ccc(NC(=O)Nc2ccc(Cl)cn2)cc1	-19	-3	0.3	6	6	0	-25	-2	0.7
C=CCn1c(-c2cccc(S(=O)(=O)N(CC)CC)c2)n[nH]c1=S	10	-10	0.6	11	-1	9	28	4	0.2
O=C(c1c(F)c(F)c(F)c(F)c1F)N1CCN(c2cccc(C(F)(F)F)c2)CC1	82*	4	0.2	11	2	42	-11	0	0.8
O=C1CC(=O)N(c2ccccc2)N1c1ccccc1	14	-13[fluorescence artefact?]	0.6	8	3	23	23	0	1.4
CCOC(=O)C(=CNc1ncccc1C)C(=O)OCC	25	-1[fluorescence artefact?]	-1.1	6	-19	nt	-5	3	-1.1
O=C(NCc1ccco1)C1CCC(N2C(=O)c3ccccc3C2=O)CC1 (centres undefined)	6	-10	0.8	10	-17	4	-6	-2	1.4
O=C(CSc1nnnn1-c1cccc(F)c1)Nc1nc2ccccc2s1	47	21	0.2	19	0	20	-25	1	-0.5
O=C(Nc1ccc(F)cc1)N1CCC(c2nc3c(nnn3Cc3cccc(Cl)c3)c(=O)[nH]2)CC1	-24	16	-0.4	9	-6	5	-10	-3	1.1
COc1ccc(N2CCN(c3oc(-c4ccccc4OC)nc3C#N)CC2)cc1	-8	-11	-0.6	nt	-33	21	19	11	-0.8

The list is partial; rates above refer to the full screens.
